# Compound activity: PubChem BioAssay, National Center for Advancing Translational Sciences (NCATS)
# Sm TGR inh – S. mansoni TGR enzyme inhibition. AID 485364. Potency, µM (highest dose often 114 µM), for inactives: at the highest dose activity change, negative = inhibition, most hits filed as inhibitors. Q962Y6. 360,000 tested, 3% active. purified TGR, DTNB reduction, TNB absorbance 405 nm; note: potency is the fitted concentration of half-maximal effect; % is set by controls: 0 for no effect and ±100 for the full control effect; nearly all actives have a fitted effect of over 60% in size
#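 Kinetic colorimetric format: TGR-catalysed, NADPH-driven DTNB reduction monitored via TNB absorbance. Enzyme dispensed at 20 nM; compound exposure 15 min at room temperature before reaction start.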
# Pf growth 48h – inhibits P. falciparum growth in the first generation, 48 h | 310,000 tested, 5.9% active | P. falciparum luciferase growth in erythrocytes, 48 h | Potency, µM (titrated, usually from 28.7 µM), inactives show at the top dose activity change, negative = inhibition, most hits filed as inhibitors; note: potency is the fitted concentration of half-maximal effect; % is set by controls: 0 for no effect and ±100 for the full control effect
#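 Erythrocytes infected with P. falciparum carrying an integrated firefly luciferase reporter (2% hematocrit, 0.1% parasitemia final) were exposed to compounds in RPMI 1640 with 0.5% Albumax at 37 C, 5% CO2. Growth inhibition was scored as reduced luminescence.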
# Cycloheximide cs – affects cycloheximide protein synthesis inhibition readout, counter-screen; cell reporter, cycloheximide protein synthesis inhibition counterscreen; max response, %; 300,000 tested, 12% active; AID 2314; in the data active = max response mostly above about 13%, no sharp cut-off; inactive = mostly below about 14%; note: read at 38.3 µM for the half of the compounds with a filed dose; 0% is about no effect
# Pf growth 96h – P. falciparum growth inhibition at 96 hours | Potency, µM (highest dose often 28.7 µM), for the others: at the top dose activity change, negative = inhibition, most hits filed as inhibitors | P. falciparum luciferase reporter growth, 96 h | 320,000 tested, 6.9% active | AID 504834; note: potency is the fitted concentration of half-maximal effect; % is set by controls: 0 for no effect and ±100 for the full control effect
#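 Two parasite generations (96 h, 37 C, 5% CO2) of compound exposure in infected erythrocytes (0.05% parasitemia, 2% hematocrit). Luciferase-reporter P. falciparum; decreased luminescence indicates inhibited growth, aimed at apicoplast-acting delayed death.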
# Shiga toxin inh – inhibitors of Shiga toxin in Vero cells; AID 2315; inhibition, % at 38.7 µM; 290,000 tested, 9.2% active; Vero cells, Shiga toxin protein synthesis inhibition reporter; in the data active = inhibition mostly above about 28%, no sharp cut-off; inactive = mostly below about 43%; note: 0% is about no effect
# Giardia FBPA inh – blocks Giardia fructose-bisphosphate aldolase activity | A8B2U2 | purified Giardia FBPA | Potency, µM (doses to about 59.6 µM), without a hit: at the top dose activity, negative = inhibition, usual class: inhibitors | 290,000 tested, 0.71% active | AID 2451; note: potency is the fitted concentration of half-maximal effect; % is set by controls: 0 for no effect and ±100 for the full control effect; nearly all actives have a fitted effect of over 55% in size
# Target sequence (A8B2U2 whole entry, looked up): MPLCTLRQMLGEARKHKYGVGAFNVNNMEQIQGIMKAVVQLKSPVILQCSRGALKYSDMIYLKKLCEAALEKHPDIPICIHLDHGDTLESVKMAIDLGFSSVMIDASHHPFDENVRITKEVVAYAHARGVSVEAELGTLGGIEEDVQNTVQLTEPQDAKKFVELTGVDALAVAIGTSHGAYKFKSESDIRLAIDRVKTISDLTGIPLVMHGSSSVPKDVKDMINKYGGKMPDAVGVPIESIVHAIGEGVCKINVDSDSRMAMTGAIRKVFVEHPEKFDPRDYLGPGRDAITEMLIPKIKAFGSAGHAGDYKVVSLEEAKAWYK
#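 40 nM FBPA preincubated 10 min at RT with compound (up to 57.5 uM final), then substrate plus GAPDH/TPI/NAD/arsenate coupling and diaphorase/resazurin added. Fluorescence read after 20 min at RT, 525/598 nm.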
# * = called active by the depositor; ? = inconclusive; . = no result given; & = joins results of further samples; [ ] = dose if it differs, or a comment. Unless noted, calls come from the whole dose curve; as a rule, active = well fitted curve in the direction sought with a large enough effect; inconclusive = small, poorly fitted or top-dose-only effect, or another doubt; inactive = no such curve, though single readings can be large; an effect the other way counts as inactive or inconclusive.
# Short keys – A = Sm TGR inh; B = Pf growth 48h; C = Cycloheximide cs; D = Pf growth 96h; E = Shiga toxin inh; F = Giardia FBPA inh
> CCOC(=O)N1CCC(c2cc(=O)n(-c3ccccc3)[nH]2)CC1
  A: 15%	B: 9.3µM*	C: 1	D: 1%	E: 12	F: ?
> CC[N+](CC)(CC#Cc1ccccc1)CC(=O)c1ccc(Cl)cc1
  A: -16%	B: ?	C: 2	D: ?	E: -3	F: 1%
> COc1ccc(CCNC(=O)C2CC(=O)N(c3ccccc3)C2)cc1OC (stereo unspecified)
  A: 0%	B: -10%	C: -3	D: .	E: 16	F: 0%
> COc1cccc([C@@H]2Oc3ccc(OC)cc3C(=O)[C@H]2OC(=O)NCc2ccc3c(c2)OCO3)c1
  A: -26%	B: ?	C: 64*	D: -104%	E: 84*	F: -1%&-21%
> O=C(NCCc1ccccc1)c1ccc(-c2ccccc2Cl)o1
  A: -17%	B: 41%[activator]	C: 14	D: 7%	E: 37	F: 1%
> CC1CC(C)CN(C(=O)CCNC(=O)Cn2cnc3ccccc3c2=O)C1 (stereo unspecified)
  A: -5%	B: 11%	C: -5	D: -3%	E: -12	F: 12%
> O=C(NCCc1ccccc1)C1CCN(S(=O)(=O)c2ccccc2)CC1
  A: 0%	B: .	C: -2	D: 0%	E: -14	F: 6%
> CCOCN(C(=O)CCl)c1c(C)cccc1CC
  A: ?	B: 13µM*	C: .	D: ?	E: .	F: -2%
> CC(C)c1ccc(/C=N/NC(=O)c2ccccc2Cl)cc1
  A: -2%	B: 25%	C: 46*	D: ?	E: 107*	F: -15%
> COc1cc2c(cc1OC)C(c1cc(OC)c(OC)c(OC)c1)NCC2 (stereo unspecified)
  A: 4%	B: -1%	C: -2	D: -6%	E: 7	F: -4%
> COc1ccc(S(=O)(=O)N2CCCCC2)cc1NC(=O)CCCOc1ccc(C)cc1
  A: -1%	B: 10µM*	C: .	D: ?	E: .	F: .
> Cc1ccc(NC(=O)C2(S(=O)(=O)c3ccc(Cl)cc3)CC2)c(Br)c1
  A: -1%	B: ?	C: -2	D: ?	E: 6	F: -2%
> Cc1ccc(S(=O)(=O)N(C)C)cc1NC(=S)NCCCn1ccnc1
  A: ?	B: -11%	C: -2	D: 4%	E: -10	F: 0%
> O=c1oc2cc(OCc3ccc(F)cc3F)ccc2cc1-c1ccc2ccccc2n1
  A: 9%	B: -12%	C: 2	D: ?	E: -6	F: -5%
> C/C(=N/NC(=O)c1cc(-c2ccc(Br)s2)[nH]n1)c1ccco1
  A: .	B: -27%	C: 16	D: -5%	E: 7	F: 0%
> Cc1ccc(NC(=O)CCSc2nnc(C)s2)cc1
  A: 2%	B: 15%	C: 8	D: -1%	E: 21	F: -4%
> O=C1C=C(c2cccc(Br)c2)C[C@@H](c2ccc(F)cc2)C1
  A: ?	B: 2.9µM*	C: .	D: 2.3µM*	E: .	F: .
> CC(C)(C)NS(=O)(=O)c1ccc2nc(NC(=O)Cc3cccs3)sc2c1
  A: -15%	B: ?	C: 6	D: .	E: -2	F: 1%
> Cc1ccc(C(=O)CCC(=O)OCC(=O)N(C)c2c(N)n(Cc3ccccc3)c(=O)[nH]c2=O)cc1
  A: -11%	B: 0%	C: .	D: 3%	E: .	F: .
> O=C(Nc1nc(-c2cccs2)c(C(=O)C(F)(F)F)s1)c1ccco1
  A: .	B: 1%	C: 1	D: 3%	E: 24	F: 14%
> COc1ccc(C(=O)NCC(=O)OCC(=O)c2ccc3c(c2)NC(=O)CO3)cc1
  A: 1%	B: 11%	C: 2	D: 12%	E: -4	F: 1%
> CCn1c(SCC(=O)c2cc(C)ccc2C)nc2cc(S(=O)(=O)N3CCOCC3)ccc21
  A: -9%	B: ?	C: 1	D: 7.4µM*	E: 2	F: 2%
> Cc1ccc2sc(-c3ccc(NC(=O)/C=C\C(=O)O)cc3)nc2c1
  A: -26%	B: 364%[activator]	C: 40*	D: ?	E: 112*	F: 3%
> Cc1ccc2[nH]c(=O)c3cc(C(=O)N(C)Cc4ccco4)sc3c2c1
  A: 12%	B: .	C: 23*	D: -19%	E: 48	F: -6%
> O=c1cc(CN2CCOCC2)c2cc(Cl)ccc2o1
  A: 1%	B: 9%	C: -3	D: 1%	E: -6	F: -14%
> CC(C)(CNC(=O)C1CCCC1)CNC(=O)C1CCCC1
  A: -5%	B: 13%	C: -4	D: 76%[activator]	E: -10	F: -3%
> O=C(CSc1nnc(NC(=O)c2ccccc2Cl)s1)Nc1ccc2c(c1)oc1ccccc12
  A: -2%	B: 108%[activator]	C: 34*	D: ?	E: 54*	F: -9%
> O=C1N(Cc2cccnc2)C[C@@H]2C[C@@H](c3cccc(OCc4ccccc4)c3)N3CCC[C@@]123
  A: -32%	B: ?	C: 0	D: ?	E: -6	F: 3%
> Cc1cc(C(=O)N/N=C/c2ccc(-c3ccc(C)c(Cl)c3)o2)n[nH]1
  A: -5%	B: ?	C: 1	D: 0%	E: -9	F: 4%
> Cc1ccc(C(=O)N/C(=C/c2ccccc2)C(=O)NCc2ccncc2)cc1
  A: -25%	B: -16%	C: -2	D: ?	E: 6	F: 4%
> C/C=C1/C[N+]2(C)CCC34C(=C(C=O)[C@H]1C[C@@H]32)Nc1ccccc14 (stereo partly specified)
  A: 28µM*	B: ?	C: .	D: ?	E: .	F: .
> O=C(CN1C(=O)CCSc2ccccc21)NC1CCCCC1
  A: -3%	B: -1%	C: 1	D: ?	E: -1	F: 1%
> O=C(c1coc2ccc(O)cc12)C1CC1
  A: 0%	B: 40%[activator]	C: 25*	D: 8.3µM*	E: 58*	F: 3%
> CC(=O)N=Cc1c(C)c(C#N)c(=O)n(C)c1O
  A: -21%	B: 15%	C: 2	D: 44%	E: -6	F: 8.9µM*
> COC(=O)C1=C(C)N(CC2CCCO2)C(=O)/C1=C\c1ccc(O)cc1 (stereo unspecified)
  A: 50µM*	B: .	C: -1	D: -11%	E: -7	F: -18%
> COc1ccc(NC(=S)N(CCCN2CCOCC2)Cc2ccco2)cc1
  A: 0%	B: -16%	C: 1	D: 21%	E: 33	F: 0%
> CC(=O)c1ccc(COC(=O)c2cc3ccccc3oc2=O)cc1
  A: -1%	B: 6%	C: 25*	D: 13µM*	E: 22	F: 7%
> O=C(c1ccco1)N1CCN(CC(=O)N(C2CCCCC2)C2CCS(=O)(=O)C2)CC1 (stereo unspecified)
  A: 0%	B: -1%	C: 0	D: 3%	E: 19	F: -5%
> Cc1ccc2c(C)c(C(=O)N(C)C(C)c3ccncn3)oc2c1C (stereo unspecified)
  A: -21%	B: 0%	C: 13*	D: 7%	E: 54*	F: .
> O=C(COc1ccc2c(-c3ccccc3)cc(=O)oc2c1)NCC1CCC(C(=O)O)CC1 (stereo unspecified)
  A: 74%[activator]	B: 0%	C: -3	D: ?	E: -10	F: 5%
> Cc1cc(C)n(C(=O)C(C(=O)c2ccccc2)C(C)C)n1 (stereo unspecified)
  A: 0%	B: 0%	C: 3	D: -37%	E: -9	F: 0%
> NC1C2CN3CCN(C2)CC1(c1ccccc1)C3 (stereo unspecified)
  A: -1%	B: 32%[activator]	C: 1	D: 11%	E: -6	F: 1%
> Cc1nn(Cc2c(F)c(F)c(F)c(F)c2F)c(C)c1NC(=O)c1ccc(COc2cc(Cl)ccc2Cl)cc1
  A: 3%	B: 72%[activator]	C: 54*	D: 18%	E: 109*	F: -1%
> Cc1cc(NC(=O)c2cnn3cccnc23)no1
  A: 4%	B: 121%[activator]	C: 54*	D: .	E: 141*	F: -9%
> O=C(Cc1n[nH]c(=O)c2ccccc12)NCc1ccc(Cl)cc1
  A: 4%	B: 2%	C: 1	D: 21%	E: -2	F: 0%
> CCCC1=C/C(=C/c2ccc(-c3ccccc3OC)o2)C(=O)O1
  A: 22µM*	B: ?	C: 2	D: ?	E: 58	F: -3%
> CCOc1ccc(NC(=O)CC2S/C(=N/N=C3CCCCCC3)NC2=O)cc1 (stereo unspecified)
  A: -32%	B: ?	C: -2	D: ?	E: 1	F: .
> CCN1CCN(CC(O)COCc2ccccc2)CC1 (stereo unspecified)
  A: -18%	B: 22%	C: 2	D: 113%[activator]	E: 15	F: -2%
> Cc1ccc(NC(=O)C2CCN(S(C)(=O)=O)CC2)c(C)c1
  A: -6%	B: -3%	C: -3	D: ?	E: -10	F: 3%
> COc1ccc(NC(=O)Cn2nnc(-c3ccccc3NS(=O)(=O)c3ccccc3)n2)cc1
  A: -1%	B: 0%	C: -2	D: -4%	E: -3	F: -27%

# Quoted at random: two entries already listed
# Short keys – A = Sm TGR inh; B = Pf growth 48h; C = Cycloheximide cs; D = Pf growth 96h; E = Shiga toxin inh; F = Giardia FBPA inh
> COC(=O)C1=C(C)N(CC2CCCO2)C(=O)/C1=C\c1ccc(O)cc1 (stereo unspecified)
  A: 50µM*	B: .	C: -1	D: -11%	E: -7	F: -18%
> O=C(CN1C(=O)CCSc2ccccc21)NC1CCCCC1
  A: -3%	B: -1%	C: 1	D: ?	E: -1	F: 1%

# Other entries.
# Short keys – A = Sm TGR inh; B = Pf growth 48h; C = Cycloheximide cs; D = Pf growth 96h; E = Shiga toxin inh; F = Giardia FBPA inh
> O=C(CN1CCCC1)Nc1ccccc1Sc1ccc(Cl)cc1
  A: 8%	B: ?	C: 7	D: ?	E: 20	F: -1%
> CCOC(=O)C1=C(C)OC(N)=C(C#N)C1c1cc2c(cc1Br)OCO2 (stereo unspecified)
  A: -24%	B: -3%	C: 6	D: 50%[activator]	E: -15	F: -23%
> COc1cc(NC2c3ccccc3C(=O)N2Cc2ccccc2Cl)cc(OC)c1OC (stereo unspecified)
  A: -1%	B: ?	C: -2	D: ?	E: 14	F: -4%
> CCC1Oc2ccccc2N(CC(=O)NCc2cccs2)C1=O (stereo unspecified)
  A: -29%	B: ?	C: 30	D: -27%	E: 26	F: 0%
> CC(=O)Nc1sc2c(c1CN1CCN(c3ccccn3)CC1)CCCC2
  A: -18%	B: ?	C: -1	D: 1%	E: -13	F: 2%

# Gathered by group, the entries above with an aryl methoxy group (9)
# Short keys – A = Sm TGR inh; B = Pf growth 48h; C = Cycloheximide cs; D = Pf growth 96h; E = Shiga toxin inh; F = Giardia FBPA inh
> COc1ccc(CCNC(=O)C2CC(=O)N(c3ccccc3)C2)cc1OC (stereo unspecified)
  A: 0%	B: -10%	C: -3	D: .	E: 16	F: 0%
> COc1cccc([C@@H]2Oc3ccc(OC)cc3C(=O)[C@H]2OC(=O)NCc2ccc3c(c2)OCO3)c1
  A: -26%	B: ?	C: 64*	D: -104%	E: 84*	F: -1%&-21%
> COc1cc2c(cc1OC)C(c1cc(OC)c(OC)c(OC)c1)NCC2 (stereo unspecified)
  A: 4%	B: -1%	C: -2	D: -6%	E: 7	F: -4%
> COc1ccc(S(=O)(=O)N2CCCCC2)cc1NC(=O)CCCOc1ccc(C)cc1
  A: -1%	B: 10µM*	C: .	D: ?	E: .	F: .
> COc1ccc(C(=O)NCC(=O)OCC(=O)c2ccc3c(c2)NC(=O)CO3)cc1
  A: 1%	B: 11%	C: 2	D: 12%	E: -4	F: 1%
> COc1ccc(NC(=S)N(CCCN2CCOCC2)Cc2ccco2)cc1
  A: 0%	B: -16%	C: 1	D: 21%	E: 33	F: 0%
> CCCC1=C/C(=C/c2ccc(-c3ccccc3OC)o2)C(=O)O1
  A: 22µM*	B: ?	C: 2	D: ?	E: 58	F: -3%
> COc1ccc(NC(=O)Cn2nnc(-c3ccccc3NS(=O)(=O)c3ccccc3)n2)cc1
  A: -1%	B: 0%	C: -2	D: -4%	E: -3	F: -27%
> COc1cc(NC2c3ccccc3C(=O)N2Cc2ccccc2Cl)cc(OC)c1OC (stereo unspecified)
  A: -1%	B: ?	C: -2	D: ?	E: 14	F: -4%
